# PolyA inhibitor: inhibitors of polyadenylation in S. cerevisiae | S. cerevisiae SKY197-pL101 polyadenylation reporter, beta-gal luminescence; efflux-impaired pdr1/pdr3 knockout yeast; score 100 = 6 SD above DMSO | calls only at 12 µM | 300,000 tested, 0.02% active;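 active = lowest replicate activity score at least 50, where 100 means six control SD above control mean; inconclusive = lowest score under 50 but half or more replicates reach 50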;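 also: yeast exposed to compound for 9 h at 30 °C; higher score means more reporter readthrough which indicates perturbed polyadenylation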
# hERG rescue: shields human hERG channel from block by proarrhythmic agents; Q12809; CHO-hERG, FluxOR thallium flux, dofetilide IC70 present; activation (rescue from dofetilide block), less the hit threshold, % at 10 µM; 310,000 tested, 0.51% active; AID 1511;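 active = activation above the mean of controls blocked by dofetilide plus 5 SD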;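 also: thallium influx through hERG after potassium depolarization seen as dye fluorescence rise; in these data hits start at about 4.7%; inactives centre near -7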
# RGS4 act: RGS4 potentiation or activation; HEK293 M3R/inducible RGS4, carbachol calcium flux Fluo4; active compounds read low; AID 463111; B-score at 10 µM; 310,000 tested, 0.92% active;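 active = B-score of the integrated calcium signal more than 4 SD below the library mean, with starting fluorescence not abnormally high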;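 also: negative B-score means reduced calcium response which marks RGS4 activation or potentiation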
#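 System – HEK293 FlpIn-TREx cells, stable M3R, doxycycline-inducible RGS4 · Reagent – ECmax carbachol challenge · Times – compound preincubation 20 min at room temperature before agonist · Technique – Fluo4 fluorescence kinetic imaging of calcium · Measure – B score of integrated Fluo4 ratio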
# GSK3 alpha inh: inhibitors of human GSK-3 alpha kinase | P49840 | ADP-Glo luminescence, 60 min | inhibition, % at 10 µM | 320,000 tested, 0.1% active | AID 2650;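 in the data active = inhibition above about 50%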;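 also: GST-tagged GSK-3 alpha with peptide substrate and 25 µM ATP; 0% = DMSO neutral wells and 100% = GW8510 positive control wells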
# KCNQ1 inh: human KCNQ1 channel inhibition | CHO-K1 KCNQ1, FluxOR thallium flux fluorescence; active compounds read high | B-score at 10 µM | 310,000 tested, 1.3% active;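 active = compounds whose thallium flux B-score, printed positive for inhibition, exceeds three library SD while starting fluorescence stays within three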;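 also: channel opened by potassium depolarization with thallium stimulus after 20 min compound exposure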
# HDAC3 inh: blocks human histone deacetylase 3; inhibition, % at 8.3 µM; O15379; recombinant HDAC3, fluorogenic peptide/trypsin coupled, fluorescence; 320,000 tested, 0.15% active; AID 2718; in the data active = inhibition above about 26%, passing the limit was not always enough; inconclusive = no clear call, values can overlap the other calls
# KCNK9 block: human KCNK9 channel inhibition; Q9NPC2; HEK293 KCNK9, FluxOR thallium flux fluorescence; active compounds read low; B-score at 10 µM; 310,000 tested, 1.2% active;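 active = ratio B-score over 3 SD below the library mean, with starting fluorescence within 5 SD of its mean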;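 also: negative B-score means less thallium flux so channel inhibition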
# Target sequence (Q9NPC2 whole entry, looked up): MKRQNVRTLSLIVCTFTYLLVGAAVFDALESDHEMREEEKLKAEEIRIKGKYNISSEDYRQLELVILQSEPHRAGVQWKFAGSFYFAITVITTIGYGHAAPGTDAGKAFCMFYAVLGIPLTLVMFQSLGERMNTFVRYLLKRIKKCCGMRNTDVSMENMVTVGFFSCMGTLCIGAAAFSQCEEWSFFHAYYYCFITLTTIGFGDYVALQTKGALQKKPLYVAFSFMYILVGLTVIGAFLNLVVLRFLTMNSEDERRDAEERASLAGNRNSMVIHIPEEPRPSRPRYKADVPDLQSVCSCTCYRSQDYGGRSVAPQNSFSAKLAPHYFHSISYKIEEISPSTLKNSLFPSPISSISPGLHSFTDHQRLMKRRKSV
# GSK3beta inhib: blocks human GSK3beta kinase activity; P49841; GST-GSK3beta kinase, ADP-Glo luminescence, 60 min; active compounds read low; activity score (negative = inhibition), % at 10 µM; 300,000 tested, 0.038% active;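 active = more than half of replicate wells score below -50%, meaning over 50% inhibition versus plate controls; inconclusive = some replicates but at most half score below -50%; inactive = no replicate scores below -50%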;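 also: 0% = median DMSO wells and -100% = median GW8510 positive control wells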
#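 test system = GST-tagged human GSK3beta kinase, cell-free | reagent = 25 µM ATP with peptide substrate | dosing = one dose of 10 µM per compound | schedule = 60 min reaction, RT | detection = luminescent ADP-Glo measurement of ADP formed | control set = DMSO neutral wells and GW8510 at 20 µM as positive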
# KCNQ1 pot: human KCNQ1 channel potentiation or activation; CHO-K1 KCNQ1, thallium flux FluxOR fluorescence; active compounds read high; B-score at 10 µM; 310,000 tested, 0.35% active; AID 2648;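 active = fluorescence ratio B-score, a plate-corrected score, at least three library SD, with initial intensity B-score within 5 SD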
#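 System: CHO-K1 cells stably expressing KCNQ1 / Medium: assay buffer for compound exposure, DMSO matched across wells / Reagent: thallium- and potassium-containing depolarizing buffer / Compound: one concentration, matched DMSO / Incubation: 20 min compound pretreatment at room temperature / Measured by: kinetic FluxOR fluorescence, 10 s baseline plus 110 s post-stimulus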
# Dyrk1A ADPGlo: blocks rat Dyrk1A kinase activity | Q63470 | ADP-Glo luminescence, NFATc1 peptide | inhibition, % at 12.5 µM | 310,000 tested, 0.43% active; in the data active = inhibition above about 50%;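 also: plate controls were vehicle with enzyme for no effect and no enzyme for full effect; many of its hits are not listed in these tables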
# KCNK3 inh: human KCNK3 channel inhibition, primary screen; O14649; CHO-KCNK3 thallium flux, FluxOR fluorescence; active compounds read low; B-score at 10 µM; 340,000 tested, 0.84% active;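 active = B-score under library mean minus 4 SD, starting fluorescence ratio at most library mean plus 5 SD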;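 also: more negative B-score means stronger inhibition of thallium flux through KCNK3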
# Target sequence (O14649 whole entry, looked up): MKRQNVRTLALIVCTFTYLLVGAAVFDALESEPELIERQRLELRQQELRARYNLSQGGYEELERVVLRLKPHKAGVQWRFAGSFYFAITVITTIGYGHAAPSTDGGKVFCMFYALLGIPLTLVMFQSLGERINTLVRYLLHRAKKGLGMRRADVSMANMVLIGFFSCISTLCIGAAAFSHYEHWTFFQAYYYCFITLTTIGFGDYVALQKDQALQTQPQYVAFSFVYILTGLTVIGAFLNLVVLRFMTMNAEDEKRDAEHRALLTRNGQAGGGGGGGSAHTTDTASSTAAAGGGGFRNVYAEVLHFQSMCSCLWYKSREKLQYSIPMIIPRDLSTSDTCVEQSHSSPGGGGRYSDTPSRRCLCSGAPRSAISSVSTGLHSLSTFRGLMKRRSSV
# Starred values were filed as active, the others as inactive; i = inactive; u = inconclusive; x = no result given.
SMILES,PolyA inhibitor,hERG rescue,RGS4 act,GSK3 alpha inh,KCNQ1 inh,HDAC3 inh,KCNK9 block,GSK3beta inhib,KCNQ1 pot,Dyrk1A ADPGlo,KCNK3 inh
Cc1nc(-c2ccc(F)cc2)c(CC(=O)N2CCN(S(=O)(=O)c3ccc(F)cc3)CC2)s1,i,-21,i,2,i,-1,i,3,i,-2,i
CC(=O)c1ccc(S(=O)(=O)N2CCCCC2C(=O)O)cc1 (configuration not stated),i,-8,i,-1,i,2,i,1,i,1,i
COc1cc(/C=N/NC(=O)/C(=C/c2ccccc2)CCO)ccc1O,i,-1,i,0,i,9,i,0,i,4,i
CCCCNC(=O)CCn1nc(-c2ccc(Cl)cc2)ccc1=O,i,-4,i,0,i,-1,i,1,i,2,i
COc1ccc(C(=O)N2CCN(CCNC(=O)C(=O)Nc3ccc(Br)cc3)CC2)cc1,i,-6,i,-1,i,-16,i,-1,i,x,i
Cc1c(Cl)cccc1NC(=O)Cn1c(CCC(=O)O)ccc1-c1ccccc1,i,-5,i,-1,i,2,i,-1,i,-1,i
Cn1ccc(CC(=O)N2CCC(N3CCC(C(=O)N4CCCC4)CC3)CC2)c1,i,-8,i,-2,i,x,i,1,i,-11,i
CC1=CC(C#N)(C#N)C(C#N)(C#N)C(c2ccccc2)N1 (configuration not stated),i,-10,i,12,i,-4,i,-2,i,x,x
CCCC1C(=O)N(Cc2ccccc2)C(=O)CC1C (configuration not stated),i,-7,i,3,i,x,i,2,i,3,i
C=CCn1c(SCC(=O)Nc2nc(C)cs2)nnc1C(C)NC(=O)c1ccccc1Cl (configuration not stated),i,-11,i,1,i,4,i,0,i,-3,i
Cc1ccc(C(C)C)c(OCCCN2C(=O)NC(C)(C)C2=O)c1,i,-15,i,4,i,7,i,4,i,-5,i
CC(=O)Nc1ccc(N=Cc2ccc[nH]2)cc1,x,-9,i,-1,i,0,i,-4,i,-1,i
NNC(=O)c1ccc(COc2cccc3ccccc23)cc1,i,-8,i,4,i,16,i,0,i,-10,i
CN1CCN(CC#CCC(O)(c2ccccc2)c2ccccc2)CC1,i,-4,i,0,i,-2,i,1,i,x,i
CCOC(=O)N1CCN(CC(=O)c2ccc(O)cc2O)CC1,i,-6,i,-9,i,0,i,-6,i,2,i
CCCn1cnc2scc(-c3ccc(OC)cc3)c2c1=O,i,-6,i,9,i,-6,i,-3,i,60*,i
CCO[C@@H]1OC(C(=O)N2CCN(Cc3ccc4c(c3)OCO4)CC2)=C[C@H](C2CCCCC2)[C@H]1CCCO,i,-30,i,-6,i,9,i,-3,i,2,i
CC1=CC(C)(C)N=C(Nc2nc(C)c3cc(C)cc(C)c3n2)N1,i,-24,i,4,6*,1,i,-4,i,10,i
COCCN1C(=O)/C(=C/c2ccc(Oc3ccc([N+](=O)[O-])cn3)c(OC)c2)SC1=Nc1ccccc1,i,-7,i,-1,i,8,i,0,i,-10,i
CC(C)(C)N1[C@@H](CC(=O)O)c2cc(C(F)(F)F)ccc2S1(=O)=O,i,-4,i,-1,i,1,i,-2,i,2,i
Cc1nn(CC(=O)NCCc2cccs2)c(=O)c2cc3ccccc3n12,i,-4,i,-3,i,-4,i,x,i,-2,i
Cc1ccc(/C=C2/NC(=O)N(Cc3ccc(Br)cc3)C2=O)o1,i,-9,i,-2,i,-4,i,1,i,0,i
Cc1ccc(S(=O)(=O)N2CCC(C(=O)OCC(=O)N(C)Cc3ccccc3)CC2)cc1C,i,-12,i,-2,i,-2,i,-3,i,11,i
O=C(CN1CCCC1)NCC1(c2ccccc2)CCOCC1,i,-6,i,0,i,4,i,3,i,-7,i
COc1ccc(-c2cc3nc(C)n(N)c(=O)c3s2)cc1,i,-10,i,7,i,-34,i,-5,i,25,i
CC(NC(=O)C(=O)NCCN1CCN(C(=O)c2ccc([N+](=O)[O-])cc2)CC1)c1ccccc1 (configuration not stated),i,-7,i,2,i,-5,i,3,i,2,i
CC(C)c1nnc(NC(=O)c2cccc(-n3cnnn3)c2)s1,i,-5,i,-1,i,1,i,2,i,7,i
O=P(/C(=N/O)Sc1ccccc1)(N1CCOCC1)N1CCOCC1,i,-15,i,0,i,0,i,-3,i,-2,i
Cc1ccc(NC(=O)C2Cc3ccccc3CN2C(=O)c2ccco2)cc1S(=O)(=O)N(C)C (configuration not stated),i,-4,i,0,i,5,i,-2,i,-4,i
Cn1c(SCC(=O)C(C)(C)C)nnc1-c1ccc(F)cc1,i,-6,i,-2,i,0,i,-2,i,1,i
COc1ccc(OC)c(C2=NS(=O)(=O)N(C)C(C(=O)Nc3ccc(F)cc3F)=C2)c1,i,-11,i,-2,i,7,i,1,i,-1,i
COc1ccc(C(=O)NC2(C(F)(F)F)NC(=O)N(CCCc3ccccc3)C2=O)cc1OC (configuration not stated),i,-13,i,x,i,x,i,2,i,3,i
CCN(CC)C(=O)CSc1nnc([C@H](CCSC)NC(=O)OC(C)(C)C)o1,x,-2,i,-1,i,2,i,-2,i,5,i
O=C(CSc1nnc(Cc2cccs2)n1-c1ccc(Cl)cc1)NCc1ccc2c(c1)OCO2,i,-11,i,1,i,3,i,3,i,-8,i
Cc1c(Cc2ccccc2)c(=O)oc2cc(OC(=O)c3ccccc3)ccc12,i,-7,i,1,i,-2,i,2,i,10,i
COc1ccc(CNC(=O)c2ccc(Cn3nc(C)cc3C)o2)cc1,i,-8,i,1,i,7,i,-4,i,6,i
COc1ccc(C(=O)N2CCn3c(C)ccc3C2C)cc1 (configuration not stated),i,-6,i,-2,i,3,i,3,i,4,i
C#CCOCCOCCOCCNc1nc(N2CCN(C(=O)[C@H](Cc3ccc(O)cc3)n3cc([C@@H](N)C(C)CC)nn3)CC2)nc(N2CCN(C(=O)[C@H](Cc3cc4ccccc4[nH]3)n3cc([C@@H](N)CC(C)C)nn3)CC2)n1 (some centres not stated),i,0,i,-1,i,15,i,-1,i,x,x
CCc1ccc(NC(=O)c2ccc(NC(=O)C3CCCO3)cc2)cc1 (configuration not stated),i,-5,i,1,i,0,i,2,i,-9,i
CC(=O)NS(=O)(=O)c1ccc(NC(=S)NC(=O)COc2ccccc2C)cc1,i,-6,i,-1,i,-2,i,3,i,-3,i
Cc1ccc(C(=O)NCc2cccnc2)cc1S(=O)(=O)N1CCCCCC1,i,-12,i,0,i,-3,i,-6,i,-4,i
O=C1C(c2ccnc3ccccc23)=C(O)c2ccccc21,i,-4,i,x,i,-7,i,3,i,24,i
CC(C)Cc1nnc(NC(=O)C2CC(=O)N(Cc3ccccc3)C2)s1 (configuration not stated),i,-16,i,-1,i,5,i,-1,i,2,i
O=C(O)CCCn1c(=O)[nH]c2ccccc2c1=O,i,-11,i,-1,i,0,i,3,i,5,i
Cc1ccc(S(=O)(=O)Oc2ccc(C3C4=C(CCCC4=O)N(CCC(=O)O)C4=C3C(=O)CCC4)cc2Cl)cc1,i,-10,i,-5,i,-36,i,2,i,x,i
COc1ccc(Cc2nc(C(=O)Nc3ccccc3)cs2)cc1,i,-6,i,1,i,-1,i,3,i,-2,i
Cc1cccc(/C=N/NC(=O)c2cc(C)nc3ccccc23)n1,i,-9,i,-2,i,5,i,-1,i,1,i
CCN(CC)C1CCN(C(=O)c2cc(COc3cccc4cccnc34)on2)C1 (configuration not stated),i,-11,-9.2*,x,i,x,i,-2,i,2,i
COC(CNc1cc(=O)oc2ccccc12)OC,i,-6,i,0,i,-5,i,x,i,21,i
CC(=O)Nc1ccccc1C(=O)N1CCN(Cc2ccccc2)CC1,i,-2,i,-2,i,u,i,-1,i,1,i
O=C(CCN1C(=O)c2ccccc2S1(=O)=O)NCc1ccccc1,i,-13,i,-1,i,-5,i,3,i,-9,i
CCCCn1c(N)c(N(CC(C)C)C(=O)C2=NN(c3cc(C)ccc3C)C(=O)CC2)c(=O)[nH]c1=O,i,-10,i,2,i,4,i,-2,i,2,i
CCOc1nc2cnccc2n(CC(=O)Nc2ccc(C)c(C)c2)c1=O,i,-4,i,-1,i,-1,i,3,i,-6,i
O=c1nc(N/N=C/c2c[nH]c3ccccc23)cn[nH]1,i,-9,i,-2,i,5,i,-1,i,3,i
Cc1ccc(NC(=O)c2noc(C(C)C)c2[N+](=O)[O-])cc1,i,-10,i,-3,i,3,i,-5,i,-3,i
Cc1ccccc1C(=O)c1cn[nH]c1-c1ccccc1O,i,2,i,1,i,-3,i,0,i,1,i

# Later entries.
SMILES,PolyA inhibitor,hERG rescue,RGS4 act,GSK3 alpha inh,KCNQ1 inh,HDAC3 inh,KCNK9 block,GSK3beta inhib,KCNQ1 pot,Dyrk1A ADPGlo,KCNK3 inh
COc1ccc(CCNC(=O)c2cc3sc(Cl)cc3n2C)cc1OC,i,-6,i,-3,i,4,i,1,i,5,i
COc1ccc(NC(=O)COc2ccccc2C)cc1S(=O)(=O)N1CCCCC1,i,-10,i,-3,i,5,i,2,i,4,i
N#CCSc1nnc(-c2c[nH]c3ccccc23)o1,i,-8,i,1,i,-1,i,2,i,26,i
CN(CC(=O)Nc1ccccc1Cl)C(=O)COC(=O)C1CC1,i,-11,i,-2,i,-2,i,0,i,2,i
COC(=O)Cn1nnc(-c2cccc(OC)c2)n1,i,-6,i,-2,i,-5,i,-4,i,-2,i
Cn1c(C(=O)NCc2ccco2)cc2c(=O)[nH]c3ccccc3c21,i,-10,i,4,i,2,i,-24,i,27,i
Cc1ccc(S(=O)(=O)CCCS(=O)(=O)c2ccc(C)cc2)cc1,i,-10,i,-4,i,-4,i,-7,i,-5,i
Cc1ccc(-n2ncc3c(=O)n(CC(=O)NCc4ccco4)cnc32)cc1,i,-13,i,-1,i,4,i,1,i,-5,i
COc1ccccc1NS(=O)(=O)c1cc(NC(C)=O)ccc1N1CCCCC1,i,-11,i,1,i,4,i,-1,i,x,i
CCn1c(CSCc2c(Cl)cccc2Cl)n[nH]c1=S,i,-6,i,0,i,-3,i,-1,i,-1,i

# This is a subset. The share of hits here may be higher or lower than overall.
